From PubChem
LYPLA1 inh = LYPLA1 (human) inhibition in PME1 counter-screen; inhibition, % at 5.9 µM; hit rate 0.16% among 320,000; O75608; recombinant LYPLA1, FP-Rh probe fluorescence polarization;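 active = inhibition above the mean of all tested compounds plus 3 SD, set per campaign, cut at about 14% in these data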;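 also: inhibitors block serine hydrolase probe labeling of LYPLA1 so polarization falls; 0% = enzyme with DMSO and 100% = wells lacking LYPLA1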
PREPL inhibitor = inhibits the human prolyl oligopeptidase-like enzyme | recombinant PREPL, fluorescence polarization activity-based probe | inhibition, % at 5.96 µM | hit rate 0.68% among 320,000; in the data active = inhibition above about 43%;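 also: 0% = enzyme with DMSO and 100% = wells lacking enzyme; many of its hits are not listed in these tables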
GSTO1 counter = GSTO1 inhibition, counter-screen for RBBP9 inhibitors | recombinant GSTO1, activity-based probe fluorescence polarization | hit rate 1.1% among 300,000 | inhibition, % at 5.96 µM | P78417;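 active = inhibition above the campaign mean inhibition plus 3 SD, cut at about 35% in these data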;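 also: 0% = GSTO1-1 with DMSO and 100% = wells lacking GSTO1-1 enzyme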
Target sequence (P78417 whole entry, looked up): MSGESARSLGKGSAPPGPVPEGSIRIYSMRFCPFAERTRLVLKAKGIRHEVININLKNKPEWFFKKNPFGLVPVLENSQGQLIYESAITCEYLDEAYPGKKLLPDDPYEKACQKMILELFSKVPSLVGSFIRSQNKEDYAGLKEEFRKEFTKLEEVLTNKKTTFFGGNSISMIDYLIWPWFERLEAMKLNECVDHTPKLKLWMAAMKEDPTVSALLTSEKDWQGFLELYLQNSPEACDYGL
PAFAH1B2 inh = blocks human PAF acetylhydrolase 1b catalytic subunit 2 | hit rate 1.2% among 340,000 | P68402 | inhibition, % at 3.39 µM | recombinant PAFAH1B2, FP-rhodamine activity probe, fluorescence polarization;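 active = inhibition above the mean of all tested compounds plus 3 SD, cut at about 24% in these data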;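 also: 0% = enzyme with DMSO and 100% = wells lacking PAFAH1B2; many of its hits are not listed in these tables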
Target sequence (P68402 whole entry, looked up): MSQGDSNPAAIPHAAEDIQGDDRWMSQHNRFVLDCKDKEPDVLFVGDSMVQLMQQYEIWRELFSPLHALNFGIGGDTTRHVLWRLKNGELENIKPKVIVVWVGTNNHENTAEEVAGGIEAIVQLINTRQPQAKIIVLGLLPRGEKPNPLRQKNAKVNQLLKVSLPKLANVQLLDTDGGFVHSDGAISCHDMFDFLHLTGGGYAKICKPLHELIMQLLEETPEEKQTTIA
PAFAH1B3 inh = inhibitors of human PAFAH1B3. recombinant PAFAH1B3, FP-rhodamine probe, fluorescence polarization. inhibition, % at 3.39 µM. hit rate 0.28% among 340,000. AID 492972;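 active = inhibition above the screen-wide average of all tested compounds plus 3 SD, cut at about 25% in these data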;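 also: 0% = enzyme with DMSO only and 100% = wells lacking PAFAH1B3 protein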
Target sequence (Q15102 whole entry, looked up): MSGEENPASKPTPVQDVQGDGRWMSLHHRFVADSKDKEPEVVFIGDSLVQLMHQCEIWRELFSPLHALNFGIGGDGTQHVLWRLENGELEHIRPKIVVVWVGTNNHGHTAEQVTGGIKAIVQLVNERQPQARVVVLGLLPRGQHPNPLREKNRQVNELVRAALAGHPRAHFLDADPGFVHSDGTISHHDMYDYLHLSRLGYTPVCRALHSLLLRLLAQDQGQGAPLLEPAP
PAD4 inh = inhibitors of human PAD4; Q9UM07; recombinant PAD4, RCA probe fluorescence polarization; inhibition, % at 6.36 µM; hit rate 0.41% among 330,000; AID 485272;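 active = percent inhibition above a cutoff equal to the mean of all tested compounds plus 3 SD, cut at about 15% in these data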;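 also: 0% = PAD4 with RCA probe and DMSO and 100% = probe without PAD4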
LYPLA2 counter = blocks human lysophospholipase 2, a PME1 counter-screen; O95372; recombinant LYPLA2, FP-Rh probe fluorescence polarization; inhibition, % at 5.9 µM; hit rate 0.38% among 320,000;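 active = inhibition above the screen-wide mean plus 3 SD, limit set per campaign, cut at about 26% in these data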;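 also: 0% = LYPLA2 with DMSO and 100% = wells lacking LYPLA2 enzyme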
Target sequence (O95372 whole entry, looked up): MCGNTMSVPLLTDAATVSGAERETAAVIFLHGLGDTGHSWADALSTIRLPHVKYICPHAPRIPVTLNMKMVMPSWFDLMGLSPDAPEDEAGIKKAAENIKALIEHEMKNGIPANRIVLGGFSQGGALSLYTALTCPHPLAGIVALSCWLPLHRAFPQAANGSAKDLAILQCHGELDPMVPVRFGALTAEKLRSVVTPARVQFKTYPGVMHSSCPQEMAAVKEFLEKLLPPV
PAFAH2 inh = inhibitors of human PAFAH2 | Q99487 | recombinant PAFAH2, FP-rhodamine activity probe, fluorescence polarization | inhibition, % at 3.39 µM | hit rate 0.99% among 340,000;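 active = inhibition above the mean over all tested compounds plus 3 SD, cut at about 30% in these data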;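 also: inhibitors block probe labeling of enzyme so polarization drops; 0% = enzyme with DMSO and 100% = wells lacking PAFAH2 protein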
pPAFAH inh = inhibitors of human plasma PAF acetylhydrolase (pPAFAH). Q13093. recombinant pPAFAH, FP-rhodamine probe fluorescence polarization. inhibition, % at 3.39 µM. hit rate 1.5% among 330,000. AID 463082;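 active = inhibition above the mean inhibition across the screen plus 3 SD, cut at about 25% in these data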;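 also: inhibitors block binding of the rhodamine activity-based probe so polarization drops; 0% = enzyme with DMSO and 100% = wells lacking pPAFAH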
Active calls of the source: *. The list is partial; the hit share may differ from the screen's.

COc1cccc2sc(=NC(=O)CS(=O)(=O)c3ccc(F)cc3)n(C)c12 was read as LYPLA1 inh -1, PREPL inhibitor 5, GSTO1 counter -7, PAFAH1B2 inh 0, PAFAH1B3 inh 4, PAD4 inh -4, LYPLA2 counter 0, PAFAH2 inh 4 and pPAFAH inh -2.
For CC(=O)Oc1ccc(N2C(=O)CC(N3CCOCC3)C2=O)cc1 (stereo unspecified) the results were LYPLA1 inh 0, PREPL inhibitor 4, GSTO1 counter 12, PAFAH1B2 inh 2, PAFAH1B3 inh 3, PAD4 inh 0, LYPLA2 counter 0, PAFAH2 inh -9 and pPAFAH inh 2.
For CCOc1ccc(-c2n[nH]c(C)c2-c2ccccn2)c(O)c1 the results were LYPLA1 inh -4, PREPL inhibitor 11, GSTO1 counter 9, PAFAH1B2 inh 4, PAFAH1B3 inh 8, PAD4 inh -1, LYPLA2 counter -3, PAFAH2 inh 5 and pPAFAH inh -9.
`COc1nc(N2CCCCCC2)nc(N2CCCCCC2)n1` gave LYPLA1 inh -2, PREPL inhibitor 0, GSTO1 counter 2, PAFAH1B2 inh 4, PAFAH1B3 inh 5, PAD4 inh -8, LYPLA2 counter 1, PAFAH2 inh 8 and pPAFAH inh -5.
Screening CCOc1cc(/C=C2/C(=N)N3C(=NC2=O)SN=C3S(C)(=O)=O)ccc1OS(=O)(=O)c1ccccc1 returned LYPLA1 inh -7, PREPL inhibitor 1, GSTO1 counter -63, PAFAH1B2 inh 5, PAFAH1B3 inh 2, PAD4 inh -2, LYPLA2 counter -7, PAFAH2 inh -5 and pPAFAH inh 12.
`c1ccc(C2c3[nH]c4ccccc4c3CCN2Cc2cccn2-c2ccccn2)nc1` (stereo unspecified) gave LYPLA1 inh 0, PREPL inhibitor 14, GSTO1 counter 4, PAFAH1B2 inh 5, PAFAH1B3 inh 7, PAD4 inh -3, LYPLA2 counter 1, PAFAH2 inh 10 and pPAFAH inh 10.
CC(=O)Nc1cccc(NC(=O)C(C)N2c3cccc4cccc(c34)S2(=O)=O)c1 (stereo unspecified) was read as LYPLA1 inh -5, PREPL inhibitor -26, GSTO1 counter 3, PAFAH1B2 inh 1, PAFAH1B3 inh 7, PAD4 inh 0, LYPLA2 counter -2, PAFAH2 inh 8 and pPAFAH inh 0.
Cc1ccc(NC(=S)/C(=C(\[O-])c2ccc(Cl)s2)[n+]2cccc(CO)c2)cc1C was read as LYPLA1 inh 2, PREPL inhibitor 22, GSTO1 counter -4, PAFAH1B2 inh 1, PAFAH1B3 inh 0, PAD4 inh -2, LYPLA2 counter -1, PAFAH2 inh -1 and pPAFAH inh 9.
`N#Cc1ccccc1CSc1nc2ncc(Br)cc2[nH]1` gave LYPLA1 inh 1, PREPL inhibitor 8, GSTO1 counter -7, PAFAH1B2 inh -4, PAFAH1B3 inh -8, PAD4 inh -12, LYPLA2 counter 0, PAFAH2 inh -1 and pPAFAH inh -1.
Screening O=C(O)CN1CCN(CC(=O)O)CCN(CC(=O)O)CCN(CC(=O)O)CC1 returned LYPLA1 inh -2, PREPL inhibitor 1, GSTO1 counter -6, PAFAH1B2 inh 0, PAFAH1B3 inh 4, PAD4 inh -1, LYPLA2 counter -1, PAFAH2 inh 6 and pPAFAH inh 6.
Screening O=C(COC(=O)c1ccc(S(=O)(=O)NCc2ccco2)cc1)NC1CCCCCC1 returned LYPLA1 inh 1, PREPL inhibitor -3, GSTO1 counter 22, PAFAH1B2 inh 4, PAFAH1B3 inh 6, PAD4 inh -5, LYPLA2 counter 5, PAFAH2 inh 7 and pPAFAH inh 19.
Screening O=C(COC(=O)c1cccs1)Nc1cccc(Cl)c1 returned LYPLA1 inh 2, PREPL inhibitor 4, PAFAH1B2 inh 8, PAFAH1B3 inh 7, PAD4 inh 2, LYPLA2 counter 6, PAFAH2 inh 91* and pPAFAH inh 6.
Screening CC1(C)CC(=O)C2=C(C1)OC1=C(C(=O)CC(C)(C)C1)C2c1ccc(O)cc1O returned LYPLA1 inh 4, PREPL inhibitor 9, GSTO1 counter 9, PAFAH1B2 inh 1, PAFAH1B3 inh -3, PAD4 inh -5, LYPLA2 counter 4, PAFAH2 inh -6 and pPAFAH inh 3.
`O=S(=O)(c1ccccc1)c1nc(Cc2ccccc2)oc1N1CCOCC1` gave LYPLA1 inh 3, PREPL inhibitor 4, GSTO1 counter 15, PAFAH1B2 inh -4, PAFAH1B3 inh 6, PAD4 inh 0, LYPLA2 counter 8, PAFAH2 inh 2 and pPAFAH inh 0.
COc1ccc(/C=N/NC(=O)c2cc(C)oc2C)cc1OCc1ccccc1 was read as LYPLA1 inh 0, PREPL inhibitor 11, GSTO1 counter -4, PAFAH1B2 inh -4, PAFAH1B3 inh 4, PAD4 inh -3, LYPLA2 counter -9, PAFAH2 inh -21 and pPAFAH inh -1.
O=C(Nc1cccc(Cl)c1Cl)C1CCN(c2ncccn2)CC1 was read as LYPLA1 inh -5, PREPL inhibitor 3, GSTO1 counter 2, PAFAH1B2 inh 4, PAFAH1B3 inh 11, PAD4 inh 3, LYPLA2 counter -8, PAFAH2 inh 1 and pPAFAH inh -3.
`COc1ccc(C(=O)C2CCCN(Cc3nc4ccccc4nc3C)C2)cc1OC` (stereo unspecified) gave LYPLA1 inh 0, PREPL inhibitor 13, GSTO1 counter 3, PAFAH1B2 inh -4, PAFAH1B3 inh 6, PAD4 inh -2, LYPLA2 counter 6, PAFAH2 inh -5 and pPAFAH inh 0.
Cc1ccc(N(CC(=O)NCc2ccc3c(c2)OCO3)S(=O)(=O)c2c(C)noc2C)cc1 was read as LYPLA1 inh -4, PREPL inhibitor -37, GSTO1 counter 5, PAFAH1B2 inh 6, PAFAH1B3 inh 3, PAD4 inh 8, LYPLA2 counter 1, PAFAH2 inh 2 and pPAFAH inh -1.
O=S(=O)(NCCc1csc(-c2cccnc2)n1)c1ccc2c(c1)OCCO2 was read as LYPLA1 inh 1, PREPL inhibitor 3, GSTO1 counter 0, PAFAH1B2 inh 5, PAFAH1B3 inh 10, PAD4 inh 2, LYPLA2 counter 5, PAFAH2 inh -2 and pPAFAH inh 6.
O=[N+]([O-])C(/C=C(\Cl)[N+](=O)[O-])=C1N(Cc2ccc(Cl)nc2)CCN1Cc1ccc(Cl)nc1 was read as LYPLA1 inh 1, PREPL inhibitor 5, GSTO1 counter -1, PAFAH1B2 inh 4, PAFAH1B3 inh 2, PAD4 inh -3, LYPLA2 counter 1, PAFAH2 inh -2 and pPAFAH inh -1.

Filtered by structure, the entries above with a thiophene ring, fused or not.
Cc1ccc(NC(=S)/C(=C(\[O-])c2ccc(Cl)s2)[n+]2cccc(CO)c2)cc1C was read as LYPLA1 inh 2, PREPL inhibitor 22, GSTO1 counter -4, PAFAH1B2 inh 1, PAFAH1B3 inh 0, PAD4 inh -2, LYPLA2 counter -1, PAFAH2 inh -1 and pPAFAH inh 9.
Screening O=C(COC(=O)c1cccs1)Nc1cccc(Cl)c1 returned LYPLA1 inh 2, PREPL inhibitor 4, PAFAH1B2 inh 8, PAFAH1B3 inh 7, PAD4 inh 2, LYPLA2 counter 6, PAFAH2 inh 91* and pPAFAH inh 6.

Next records:
Screening O=C(CO/N=C\c1ccccc1)Nc1ccccc1C(=O)N1CCOCC1 returned LYPLA1 inh -2, PREPL inhibitor -4, GSTO1 counter 7, PAFAH1B2 inh -1, PAFAH1B3 inh -2, PAD4 inh -10, LYPLA2 counter -5, PAFAH2 inh -7 and pPAFAH inh 2.
`Cc1cc(C(=O)N2CCCc3ccccc32)ccc1[N+](=O)[O-]` gave LYPLA1 inh -2, PREPL inhibitor 5, GSTO1 counter -2, PAFAH1B2 inh -1, PAFAH1B3 inh 3, PAD4 inh 1, LYPLA2 counter 2, PAFAH2 inh 0 and pPAFAH inh 1.
O=C(c1cc(=O)c2ccccc2o1)N1CCN(c2ccccc2)CC1 was read as LYPLA1 inh 1, PREPL inhibitor -1, GSTO1 counter 4, PAFAH1B2 inh 6, PAFAH1B3 inh -2, PAD4 inh 5, LYPLA2 counter -1, PAFAH2 inh -2 and pPAFAH inh 5.
`CCOC(=O)C1CCN(C(=O)c2cc3c(=O)n4ccccc4nc3n2C)CC1` gave LYPLA1 inh 1, PREPL inhibitor -2, GSTO1 counter 1, PAFAH1B2 inh 1, PAFAH1B3 inh 7, PAD4 inh -2, LYPLA2 counter -1, PAFAH2 inh -2 and pPAFAH inh 2.
Cc1ccc(SC/C(O)=C(\C#N)c2nc3ccccc3s2)cc1 was read as LYPLA1 inh 3, PREPL inhibitor -2, GSTO1 counter 49*, PAFAH1B2 inh 29*, PAFAH1B3 inh 5, PAD4 inh -2, LYPLA2 counter -3, PAFAH2 inh 24 and pPAFAH inh 24.
Cc1c(C)n(CCC#N)c2ccc(Cl)cc12 was read as LYPLA1 inh 0, PREPL inhibitor 4, GSTO1 counter 1, PAFAH1B2 inh 4, PAFAH1B3 inh 6, PAD4 inh 0, LYPLA2 counter 2, PAFAH2 inh 14 and pPAFAH inh 5.
For Cc1c(C(=O)N2CCOCC2)[nH]c2c1C(=O)CC(c1ccc(Cl)cc1)C2 (stereo unspecified) the results were LYPLA1 inh -4, PREPL inhibitor -74, GSTO1 counter 1, PAFAH1B2 inh 13, PAFAH1B3 inh 1, PAD4 inh 2, LYPLA2 counter 0, PAFAH2 inh 9 and pPAFAH inh 3.
Screening O=C(COc1ccc2c(c1)OCO2)Nc1ccc(Cl)cn1 returned LYPLA1 inh -5, PREPL inhibitor 16, GSTO1 counter -2, PAFAH1B2 inh 1, PAFAH1B3 inh -5, PAD4 inh -1, LYPLA2 counter 4, PAFAH2 inh -7 and pPAFAH inh 4.
Screening NCCCCCc1nnc(SCC(=O)Nc2cccc(Cl)c2)o1 returned LYPLA1 inh -1, PREPL inhibitor 13, GSTO1 counter 1, PAFAH1B2 inh -2, PAFAH1B3 inh -3, PAD4 inh -1, LYPLA2 counter 9, PAFAH2 inh -2 and pPAFAH inh -4.
Screening O=C(CNC(=O)c1cccs1)OCC(=O)c1ccc(Br)cc1 returned LYPLA1 inh -1, PREPL inhibitor 4, GSTO1 counter 6, PAFAH1B2 inh 10, PAFAH1B3 inh 2, PAD4 inh 0, LYPLA2 counter -2, PAFAH2 inh 1 and pPAFAH inh 3.
`Cc1cccc(N2CCN(C(C)C(=O)N3CCc4ccccc43)CC2)c1C` (stereo unspecified) gave LYPLA1 inh 0, PREPL inhibitor 19, GSTO1 counter 19, PAFAH1B2 inh 0, PAFAH1B3 inh 8, PAD4 inh 1, LYPLA2 counter 7, PAFAH2 inh -4 and pPAFAH inh 5.
Screening Cc1nc2ccc(NC(=O)c3ccco3)cc2s1 returned LYPLA1 inh -1, PREPL inhibitor 7, GSTO1 counter 4, PAFAH1B2 inh 6, PAFAH1B3 inh 9, PAD4 inh -5, LYPLA2 counter 1, PAFAH2 inh 1 and pPAFAH inh 1.
CC1CCCC(C)N1C(=O)COC(=O)c1cc(Br)ccc1Cl (stereo unspecified) was read as LYPLA1 inh 1, PREPL inhibitor -5, GSTO1 counter 2, PAFAH1B2 inh 1, PAFAH1B3 inh 6, PAD4 inh -3, LYPLA2 counter -4, PAFAH2 inh 10 and pPAFAH inh 0.
For CCc1ccc(N(C(=O)c2csnn2)C(C(=O)NC2CCCC2)c2cccnc2)cc1 (stereo unspecified) the results were LYPLA1 inh 1, PREPL inhibitor 1, GSTO1 counter -3, PAFAH1B2 inh 1, PAFAH1B3 inh 6, PAD4 inh 2, LYPLA2 counter -4, PAFAH2 inh -6 and pPAFAH inh -1.
